Source: PubChem BioAssay
Htt clearance – clearance of mutant huntingtin inclusions, primary screen, imaging, HeLa Exon1htt(103Q)mCFP, confocal imaging. aggregate imaging; zero = plate's median compound well. inhibition, % at 1.5 µM. 47,000 tested, 0.42% active. AID 853, 2007;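 active = inhibition of aggregate fluorescence above about 70%, also judged a hit by eye on the cell image, limit read from the data, passing the limit was not always enough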;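 note: cells exposed to compound for three days before fixation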
Htt clearance grain fraction – further read-out of Htt clearance, marked with its call; fraction fluorescence in grains; measured here: aggregate grain fluorescence fraction; hits give low values;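 scaled fraction of total cell fluorescence in grains with unit not stated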
Starred values were filed as active, the others as inactive; i = inactive. This is a subset; rates above refer to the full screens.

Htt clearance,Htt clearance grain fraction,SMILES
17.6,16.3,O=C(Nc1ccc(C(=O)Oc2ccccc2)c(O)c1)c1ccco1
-3.3,35.3,Cc1ccc(NC(=O)CS(=O)CC(=O)NCC2OCCc3ccccc32)c(C)c1 (stereo not drawn)
-17.0,22.4,CCc1nnc(NC(=O)c2cc3c(s2)CCCCC3)s1
-0.4,33.6,CC(C)OC(=O)c1cc(=O)[nH]c2ccccc12
17.8,28.3,O=C(NCC1CCCO1)c1csc2c1CCCC2 (stereo not drawn)
1.7,48.9,Cn1c(=O)c2c(nc(NCc3ccccc3)n2Cc2ccc(F)cc2)n(C)c1=O
-25.0,46.7,Cc1ccc(NC(=O)c2ccc3ccccc3n2)nc1
26.5,29.8,COCc1cc(=O)[nH]c(SCC(=O)Nc2ccccc2)n1
13.9,18.4,CCOc1cccc(OCCOc2ccccc2[N+](=O)[O-])c1
20.6,18.7,Cc1ccc(NC(=O)c2cc(NC(=O)C3CC=CCC3C(=O)O)ccc2N2CCOCC2)cc1Cl (stereo not drawn)
45.0,20,Nc1nnc(CCN2C(=O)CSC2=O)s1
-1.7,18.8,Cc1ccc(C(=O)NCc2ccc(Cl)cc2)o1
45.0,24.3,O=C(CCNC(=O)Cn1ccc2ccccc2c1=O)NCCN1CCN(c2ccccc2F)CC1
37.1,11.2,COc1ccc(-c2csc(NC(=O)c3ccco3)n2)cc1
3.7,34.6,O=C(Nc1c(C(=O)N2CCOCC2)cnn1-c1ccccc1)c1ccco1

More structures.
Htt clearance,Htt clearance grain fraction,SMILES
23.8,30.6,O=C(NCc1cccs1)c1cccnc1C(=O)O
0.0,33.4,COc1ccc(-c2nc(CS(=O)CC(=O)NCc3ccccn3)c(C)o2)cc1 (stereo not drawn)
-30.6,51.9,Cc1ccc(NC(=O)c2ccc(S(=O)(=O)N3CCCCC3)cc2)cc1
15.9,25.9,O=C(/C=C/c1ccccc1)NC(=S)Nc1ccc(N2CCOCC2)c(Cl)c1
-77.9,64.2,Cc1cccc(C)c1NS(=O)(=O)c1ccc(F)cc1
-18.2,20.3,Nc1cc(=O)nc(SCc2ccccc2)n1Cc1ccco1
14.1,18.4,Cc1[nH]c(=O)[nH]c(=O)c1NC(=O)CSc1ncccc1-c1nc2ccccc2[nH]1
20.4,35.9,CCN(CC)c1ccc(NC(=O)CN2C(=O)CSc3ncccc32)c(C)c1
-35.4,38.7,Cc1nn(-c2ccccn2)c(C)c1Oc1ccccc1O
11.9,17.1,O=C1C2CC=CCC2C(=O)N1Cc1ccccc1 (stereo not drawn)
0.1,40.5,Cc1cc(NC(=O)c2noc3c2CCCC3)nn1Cc1ccc(Cl)cc1
28.3,12.6,CCOC(=O)C(C(=O)OCC)C1CS(=O)(=O)CC1C(C(=O)OCC)C(=O)OCC (stereo not drawn)
35.3,13.3,O=c1[nH]c2ccccc2n1CCCSc1cnc2ccccc2n1
-9.2,46.3,O=C(Cc1ccc(Cl)cc1)NCCN1CCCC1
1.2,39.6,O=C(CSc1nnc(Cc2cccs2)n1Cc1ccco1)Nc1ccc(Cl)cc1Cl

(listing goes on)
Htt clearance,Htt clearance grain fraction,SMILES
-8.2,25.2,COC(=O)c1ccc(Cn2c(C)cc(C)[n+]2C)o1
35.7,11.3,COc1ccc(NC(=O)CCN2CCCC2)c(OC)c1
-2.5,30.7,COC(=O)c1ccc(CSCC(=O)Nc2cc(OC)cc(OC)c2)o1
-56.5,28.2,COc1ccc(C2C(C(C)=O)=C(C)N=c3s/c(=C\c4cc(C)n(C)c4C)c(=O)n32)c(OC)c1 (stereo not drawn)
17.2,16.6,O=C(O)c1cc2c(ccc3ccccc32)[nH]1
-19.5,21,O=C(Nc1cc(N2CCOCC2)ncn1)Nc1cccc2ccccc12
-7.7,30,CCN=c1sc2ccccc2n1CC(O)COc1ccccc1 (stereo not drawn)
-47.1,27.6,O=C(NCCCN1CCOCC1)c1cc(-c2ccc(Cl)cc2)on1
-16.6,23.3,O=S(=O)(c1ccc(S(=O)(=O)N(Cc2ccccc2)Cc2ccco2)cc1)N1CCCC1
28.7,13.7,CCC(C)N1CCCC1C(=O)Nc1c(C)cc(C)cc1C (stereo not drawn)
-43.2,26.2,COc1oc(-c2ccccc2)nc1C(F)(F)F
50.6,22.8,Cc1cccc(-c2nc(CN3CCCC(C(=O)NC4CCCC4)C3)c(C)o2)c1 (stereo not drawn)
-33.1,24.8,CS(=O)(=O)N(CC(=O)NC1CCCCC1)Cc1ccc(Cl)cc1
29.5,14.3,COC(=O)CSc1nc2cc3c(cc2cc1C#N)OCO3
4.8,18.6,CCOc1ccc2[nH]c(=O)c(CN(CCOC)C(=O)N3CCOCC3)cc2c1

Additional results follow.
Htt clearance,Htt clearance grain fraction,SMILES
-30.0,23.4,O=C(Oc1ccc2c(c1)OCO2)c1ccc(Br)c(S(=O)(=O)N2CCOCC2)c1
-3.7,38.1,O=C(CC(c1ccccc1O)N1CCCCC1)N1CCCCC1 (stereo not drawn)
48.3,19.5,Cc1ccc(C)c(NC(=O)C2(C)CC3c4ccccc4C2c2ccccc23)c1 (stereo not drawn)
-13.8,23.9,CCOC(=O)C(CCCOc1ccc(C)cc1)C(=O)OCC
-36.6,45.7,O=C(NN=C1c2ccccc2-c2ccccc21)c1ccccn1
-13.7,39.9,Cc1cccc(NC(=O)CSc2nnc(CCCCCNC(=O)OC(C)(C)C)o2)c1C
21.9,14.1,Cc1cc(NC(=O)CSc2nnc3c4c(C)c(C)sc4ncn23)no1
23.1,25.8,O=C(Nc1ccc(NC(=O)C23CC4CC(CC(C4)C2)C3)cn1)c1ccco1
-2.9,44,COc1ccc(CN(CCCN2CCOCC2)C(=O)Nc2cccc(Cl)c2)cc1OC
44.7,21.6,O=c1[nH]c(CN2CCN(Cc3ccccc3)CC2)nc2sc3c(c12)CCC3
8.0,34.1,O=C(Cn1nnc(-c2ccccc2)n1)N1CCN(S(=O)(=O)c2ccc(Cl)cc2)CC1
-38.6,55.4,COc1ccc(CCNC(=O)C2CC(=O)N(C3CCCCCCC3)C2)cc1OC (stereo not drawn)
20.6,31.6,O=C(COC(=O)COc1ccccc1)Nc1ccc(OC(F)(F)F)cc1
-25.6,26.6,CCCn1c(N)c(N2CCCCC2)c(=O)n(CC(=O)Nc2ccccc2C)c1=O
-21.2,47.9,CC(C)CC(=O)N1CCN(C(=O)c2cccc(F)c2)CC1

(further entries)
Htt clearance,Htt clearance grain fraction,SMILES
5.1,19.1,CCCCS(=O)(=O)C1CCS(=O)(=O)C1 (stereo not drawn)
32.4,11,CC(C(=O)NC(=O)NC1CCCCC1)N1CCN(c2ccccn2)CC1 (stereo not drawn)
-66.9,31.7,Cc1cc(=O)oc2cc(OC(C)C(=O)N3CCCc4ccccc43)ccc12 (stereo not drawn)
-2.5,19.7,CSc1nc(C)cc(NC(N)=O)n1
9.1,30.9,COc1cc(OC)cc(-c2nc(-c3ccc(Br)cc3)no2)c1
31.0,25.1,Cc1ccc(NC(=O)c2oc3ccccc3c2NC(=O)c2ccc3c(c2)OCO3)cc1
-11.9,22.2,CCCCN(CC)Cc1ccc(CNC(=O)Nc2ccc(F)cc2)o1
9.1,31.1,CCOC(=O)C1CCCN(c2c(NCCCN(CC)c3ccccc3)c(=O)c2=O)C1 (stereo not drawn)
43.1,11.9,CCCN1C2CCCC1CC(NC(=O)c1ccccc1OCC)C2 (stereo not drawn)
39.2,25.6,COc1ccc(NC(=S)NCCc2ccc(Cl)cc2)c(OC)c1
18.4,32,CCC(=O)Nc1ccc(C(=O)CSc2nnc(CNc3ccc(Cl)cc3)o2)cc1OC
-9.8,19.6,O=C(O)CCC1=C2c3ccccc3CCN2C(=O)CC1
64.6,11.2,COc1ccc(NCc2nnc(SCC(=O)Nc3ccccc3OC)o2)cc1
31.2,14.1,CC(C)(C)c1ccc(C(=O)CC(=O)c2cc(Cl)ccc2O)cc1
-17.2,43.9,Cc1ccc(NC(=O)NC2CCN(CC(=O)Nc3nccs3)CC2)cc1

Next structures.
Htt clearance,Htt clearance grain fraction,SMILES
27.3,23,O=C(O)CSCC(=O)Nc1ccc(S(=O)(=O)N2CCCCC2)cc1
-30.7,21.1,CC(C)C(=O)Nc1cccc(C(=O)NCCc2ccc(S(N)(=O)=O)cc2)c1
-66.5,48.7,COc1ccc(CN(C(=O)c2ccc3c(c2)OCCO3)C(C(=O)NC2CCCCC2)c2ccc3ncccc3c2)cc1 (stereo not drawn)
25.7,38.7,CCCS(=O)(=O)n1nc(-c2ccccc2)cc1N
-21.5,47.6,CCCn1c(SCC(=O)N2CCN(c3ccc(OC)cc3)CC2)nc2c1c(=O)n(C)c(=O)n2C
-81.8,70.3,Cc1ccc(-n2c(-c3ccccc3)cc(=O)nc2C)cc1
-66.3,67.4,CN(C)/C=N/c1c(C#N)nnn1Cc1ccccc1
-22.4,48.4,CC(C)(C)N1CC2([N+](=O)[O-])CN(C(C)(C)C)CC([N+](=O)[O-])(C1)C2
25.9,29,COc1ccccc1NC(=O)c1csc(-n2nc(C)cc2C(F)(F)F)n1
-70.3,66.4,CCn1c(SCc2nc(-c3ccc(OC)c(OC)c3)no2)nnc1-c1cccs1
-8.9,20.8,Cc1nnsc1C(=O)Nc1cccc(Cl)c1Cl
-34.0,50,CC(C)OC(=O)CSc1nc2cccnc2n1C1CCCCC1
-20.3,41,CC(C)Cn1c(N)c(C(=O)COC(=O)c2ccc3ccccc3n2)c(=O)n(C)c1=O
-26.9,24.6,O=C1CC(c2ccccc2)C(=O)N1c1cccc(O)c1 (stereo not drawn)
2.7,47,CC(C)Cc1nnc(NC(=O)CCN2C(=O)c3ccccc3C2=O)s1

Ordered by number of heavy atoms (rising): part of the list above.
Htt clearance,Htt clearance grain fraction,SMILES
-8.9,20.8,Cc1nnsc1C(=O)Nc1cccc(Cl)c1Cl
25.7,38.7,CCCS(=O)(=O)n1nc(-c2ccccc2)cc1N
-66.3,67.4,CN(C)/C=N/c1c(C#N)nnn1Cc1ccccc1
-26.9,24.6,O=C1CC(c2ccccc2)C(=O)N1c1cccc(O)c1 (stereo not drawn)
-81.8,70.3,Cc1ccc(-n2c(-c3ccccc3)cc(=O)nc2C)cc1
31.2,14.1,CC(C)(C)c1ccc(C(=O)CC(=O)c2cc(Cl)ccc2O)cc1
27.3,23,O=C(O)CSCC(=O)Nc1ccc(S(=O)(=O)N2CCCCC2)cc1
2.7,47,CC(C)Cc1nnc(NC(=O)CCN2C(=O)c3ccccc3C2=O)s1
-17.2,43.9,Cc1ccc(NC(=O)NC2CCN(CC(=O)Nc3nccs3)CC2)cc1
-30.7,21.1,CC(C)C(=O)Nc1cccc(C(=O)NCCc2ccc(S(N)(=O)=O)cc2)c1
-70.3,66.4,CCn1c(SCc2nc(-c3ccc(OC)c(OC)c3)no2)nnc1-c1cccs1
-20.3,41,CC(C)Cn1c(N)c(C(=O)COC(=O)c2ccc3ccccc3n2)c(=O)n(C)c1=O
-21.5,47.6,CCCn1c(SCC(=O)N2CCN(c3ccc(OC)cc3)CC2)nc2c1c(=O)n(C)c(=O)n2C
-66.5,48.7,COc1ccc(CN(C(=O)c2ccc3c(c2)OCCO3)C(C(=O)NC2CCCCC2)c2ccc3ncccc3c2)cc1 (stereo not drawn)

Other entries:
Htt clearance,Htt clearance grain fraction,SMILES
-74.6,32.7,CC(C)(C)NC(=O)CSc1nncn1NCc1c(Cl)cccc1Cl
13.8,16.6,O=C(CSc1nc(-c2ccco2)cc(C(F)(F)F)n1)N1CCN(c2cccc(Cl)c2)CC1
6.2,32.5,CCN1CCN(c2nc3c(C)cccn3c(=O)c2/C=C(\C#N)S(=O)(=O)c2ccc(C)cc2)CC1
-47.2,45.3,O=C(COc1ccc(/C=N/NS(=O)(=O)c2ccccc2)cc1)Nc1ccc(F)cc1
i,342,Cn1c(-c2ccccc2)cc2c3no[n+]([O-])c3ccc21
-48.6,25.8,COC(=O)c1c(NC(=O)CSc2n[nH]c(N)n2)sc(C)c1C
48.8,16,Cc1ccc(CC2(O)CC(C)N(C)CC2C)c(C)c1 (stereo not drawn)
30.5,13,CCN1C(=O)C(CC(=O)Nc2c(C)cccc2C)SC1=Nc1ccc(S(N)(=O)=O)cc1 (stereo not drawn)
10.3,34.5,Cc1onc(-c2c(F)cccc2Cl)c1C(=O)Nc1cccc2nsnc12
3.7,16.8,c1ccc(CCc2ccccc2-c2nc(-c3ccccn3)no2)cc1
-9.3,25.8,COc1ccc(NC(=O)/C(Cl)=C(/Cl)S(=O)(=O)Cc2ccccc2)cn1
34.9,15.4,COC(=O)c1ccc2c(=O)n(CCCCCC(=O)NCc3ccc4c(c3)OCO4)c(=O)[nH]c2c1
-39.9,50.5,c1ccc(C(c2nnnn2Cc2cccs2)N2CCN(C3CCCC3)CC2)cc1 (stereo not drawn)
-45.2,25.5,Cc1cc(C=O)c2c(c1)C=CC1(Oc3ccccc3C(=O)N1C)O2 (stereo not drawn)
-64.6,26.6,Cc1ccc(S(=O)(=O)N2C(=O)CCC2C(=O)N2CCN(C)CC2)cc1 (stereo not drawn)

Other structures:
Htt clearance,Htt clearance grain fraction,SMILES
-23.7,40.5,COc1ccc2c(c1OC)CN(C)CCc1cc3c(cc1C(O)C2)OCO3 (stereo not drawn)
-4.1,20.3,COc1ccc2nc(NCCCO)[nH]c2c1
-10.7,41.8,O=C(Nc1cccc(F)c1)C1CCN(C(=O)c2ccc(Br)cc2)CC1
53.5,17.2,O=C(CCNS(=O)(=O)c1cccs1)NCc1ccco1
23.3,32.4,O=C(NCCN1CCOCC1)c1cn(CCc2ccccc2)nn1
25.1,15.1,O=C(O)c1ccc2[nH]c3c(c2c1)CSCC3
-25.9,25.4,CCOC(=O)c1cccc(NC(=O)c2cnc3ccccc3n2)c1
-29.5,48.5,O=C(NC1CCCCC1)c1ccc(S(=O)(=O)NCc2ccco2)cc1
-18.1,41.7,C=CCOc1cccc(C2/C(=C(/O)c3ccc(Cl)cc3)C(=O)C(=O)N2CCN2CCOCC2)c1 (stereo not drawn)
10.4,16.5,Cn1c(=O)n(-c2cccc(Cl)c2)c(=O)n1C
17.4,26.2,CCCC(=O)NC(C)C(c1cccs1)N1CCN(C)CC1 (stereo not drawn)
33.2,13.3,CCNc1nc(NC(C)(C)C)nc(N2CCCC2)n1
15.1,20.1,CCN(C(=O)c1cccnc1)c1ccccc1
0.8,21.2,COC(=O)c1ccc(NC(=O)C2CC2)o1
